Screening data deposited in PubChem BioAssay by The Scripps Research Institute Molecular Screening Center.
MITF inh – MITF inhibitors, primary screen, biochemical, AlphaScreen, human; Microphthalmia-associated transcription factor (Homo sapiens), O75030; AlphaScreen MITF homodimerization, bead proximity signal; inhibition, % at 2.6 µM; 650,000 compounds, 0.91% hits; in the data active = inhibition above about 50%;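 also: 0% = vehicle wells with protein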
GPR151 ag – activators of human GPR151, primary screen, cell-based, PathHunter beta-arrestin, luminescence | PathHunter beta-arrestin GPR151 cells | activation, % at 11.2 µM | 650,000 compounds, 1% hits; in the data active = activation above about 4.9%;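 also: 0% = median of compound wells and 100% = cells with positive control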
Target sequence (Q8TDV0 whole entry, looked up): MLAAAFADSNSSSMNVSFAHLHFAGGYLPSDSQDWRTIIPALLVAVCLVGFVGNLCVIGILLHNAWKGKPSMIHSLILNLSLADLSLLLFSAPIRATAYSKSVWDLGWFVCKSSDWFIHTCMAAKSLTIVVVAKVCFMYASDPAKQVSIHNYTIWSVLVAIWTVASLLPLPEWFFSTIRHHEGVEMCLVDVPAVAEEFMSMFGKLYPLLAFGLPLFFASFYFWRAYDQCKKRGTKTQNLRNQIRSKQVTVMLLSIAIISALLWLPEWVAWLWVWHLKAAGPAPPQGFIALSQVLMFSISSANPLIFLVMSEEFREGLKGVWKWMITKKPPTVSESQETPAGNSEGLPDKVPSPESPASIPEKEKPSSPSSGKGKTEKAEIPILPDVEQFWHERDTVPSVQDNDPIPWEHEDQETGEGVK
TEAD-YAP inh – TEAD-YAP interaction inhibition, primary screen, TEAD-YAP interaction inhibitor project, luminescence, HEK-TIYL cells; TEAD-Gal4/YAP UAS-luciferase luminescence; inhibition, % at 9.12 µM; 640,000 compounds, 1.4% hits; in the data active = inhibition above about 32%;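 also: 0% = median of test compound wells and 100% = reference inhibitor wells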
FBW7 activator – FBW7 E3 ligase activators, primary screen, biochemical, AlphaScreen, human. AID 1259310, 2017. normalized activity (activation), % at 26.1 µM. 650,000 compounds, 0.13% hits. AlphaScreen FBW7–phospho-cyclin E peptide binding, activator screen; in the data active = normalized activity above about 1.9%;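 also: purified mutant Fbw7 with reduced substrate affinity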
Target sequence (Q969H0 whole entry, looked up): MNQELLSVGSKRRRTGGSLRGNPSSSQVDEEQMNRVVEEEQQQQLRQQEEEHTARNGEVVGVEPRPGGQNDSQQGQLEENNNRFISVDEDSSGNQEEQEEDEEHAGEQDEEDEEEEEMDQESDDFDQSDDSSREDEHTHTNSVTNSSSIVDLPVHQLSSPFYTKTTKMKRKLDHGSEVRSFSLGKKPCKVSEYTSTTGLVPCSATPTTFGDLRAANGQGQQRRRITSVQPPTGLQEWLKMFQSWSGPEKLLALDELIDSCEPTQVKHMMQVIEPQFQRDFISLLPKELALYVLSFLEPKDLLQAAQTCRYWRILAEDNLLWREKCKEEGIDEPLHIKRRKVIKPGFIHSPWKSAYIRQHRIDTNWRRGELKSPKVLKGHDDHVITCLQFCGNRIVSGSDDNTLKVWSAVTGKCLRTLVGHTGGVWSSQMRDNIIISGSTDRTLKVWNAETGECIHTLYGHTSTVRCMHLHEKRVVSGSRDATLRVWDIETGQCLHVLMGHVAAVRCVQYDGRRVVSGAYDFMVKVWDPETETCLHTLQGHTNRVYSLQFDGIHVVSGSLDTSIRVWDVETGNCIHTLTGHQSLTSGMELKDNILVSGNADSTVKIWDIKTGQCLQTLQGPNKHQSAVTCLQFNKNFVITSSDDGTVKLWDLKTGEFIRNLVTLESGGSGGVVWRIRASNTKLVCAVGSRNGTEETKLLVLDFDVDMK
Numbers without * were called inactive; & = joins results of further samples. An excerpt; the hit share may differ from the screen's.

Results follow in this order: TEAD-YAP inh	FBW7 activator	MITF inh	GPR151 ag
1: CN1C(=O)C(=Cc2ccc(N3CCCCC3)o2)C(=O)N(C)C1=S
    -6	0.4	25	-1.4
2: COC(=O)CC1=C(C(=O)OC)C2(C(=O)Nc3ccc(Br)cc32)C(C#N)=C(N)O1 (configuration not stated)
    3	0.1	3	0.4
3: O=C(c1ccc2c(c1)OCO2)N1CCC2(CC1)OCCO2
    16	0.7	18	-0.6
4: O=C1NC(=O)C(CCc2ccncc2)(CCc2ccncc2)C(=O)N1c1ccccc1
    -2	-0.2	-1	1.2
5: CS(=O)(=O)N1CC(=O)Nc2ccc(Br)cc2C1c1ccccc1 (configuration not stated)
    -6	0.1	-4	1.1
6: COc1ccc(CN2CCN(c3cccc(Cl)c3)CC2)c(O)c1
    16	0.2	7	3.4
7: CCC12CN3CN(C1)CC(CC)(C3)C2=O
    12	0.9	11	-0.4
8: C[n+]1c(-c2ccccc2)cc(-c2ccccc2)cc1-c1ccc(-c2cc(-c3ccccc3)cc(-c3ccccc3)[n+]2C)cc1
    13	-0.1	-12	0.9
9: O=C(C(=O)N1CCOCC1)c1cn(Cc2ccccc2)c2ccccc12
    -3	0.0	-5	-1.4
10: Cc1ccc(-n2c(/C=C/c3ccccc3)nc3ccccc3c2=O)cc1Cl
    -6	-0.1	-2	0.4
11: CC[C@@H](C)C(=O)O[C@H]1[C@H](O)[C@H]2[C@@H](CN3C[C@@H](C)CC[C@H]3[C@@]2(C)O)[C@@H]2C[C@]34O[C@]5(O)[C@@H](OC(=O)C(C)(O)C(C)O)CC[C@@]3(C)[C@@H]5[C@@H](OC(C)=O)[C@@H](OC(C)=O)[C@H]4[C@@]21O (some centres not stated)
    0	0.0	23	-0.1
12: COc1ccc(CN2CCN(c3cccc(OC)c3)CC2)cc1
    3	-0.1	4	1.5
13: COCCNC(=O)c1ccc(N2CC3CC(C2)c2cccc(=O)n2C3)c([N+](=O)[O-])c1 (configuration not stated)
    0	0.3	15	0.4
14: O=c1[nH]c(=O)n(-c2ccc(F)cc2)c(O)c1/C=C1\C=Nc2ccccc21
    9	0.8	31	1.1
15: CCOC(=O)c1c(CN2CCN(c3ccccc3C)CC2)n(Cc2ccccc2)c2cc(Br)c(O)cc12
    1	-0.1	9	-0.3
16: CCN(CC)P(=O)(c1n(CC)cc[n+]1CC)N(CC)CC
    1	0.0	20	1.1
17: CN1CCC2(C1)Oc1ccccc1O2
    1	0.0	55*	-0.5
18: CC1N=C(c2ccccc2)c2ccccc2N(CC(=O)Nc2ccc(N(C)C)cc2)C1=O (configuration not stated)
    7	-0.1	-4	0.4
19: COc1ccc(C2(CN)CCCCC2)cc1OC
    -2	0.1	0	1.2
20: COc1ccc(CC(=O)N2CCN(Cc3ccco3)C[C@H]2C)cc1
    -13	-0.1	-6	0.5
21: COc1ccc(CCNCc2ccccc2O)cc1
    -1	-0.1	12	0.0
22: Cc1cc(C)nc(SCc2nc3ccccc3c(=O)n2-c2ccccc2)n1
    -2	-0.2	-1	-0.3
23: Cc1cc(C)c(CN2CCN(C)C(CCO)C2)cc1C (configuration not stated)
    -1	0.0	12	1.5
24: CC(=O)N(c1ccccc1)c1nc(C)cc(C)n1
    3	0.4	16	-2.6
25: CC1(C)CSC(Nc2ccccc2Cl)=N1
    -10	-0.1	14	-0.3
26: O=C(c1ccc(N2CCCC2)c([N+](=O)[O-])c1)N1CC2CC(C1)c1cccc(=O)n1C2 (configuration not stated)
    -4	0.2	26	-2.3
27: Fc1ccc(CN2CCN(c3ccc(F)cc3)CC2)cc1
    7	0.6	16	-1.8
28: CN=C1CN(O)C(c2ccccc2)=c2cc(Cl)ccc2=N1
    8	0.1	-4	-0.2
29: COc1ccccc1/C=C/c1nc2ccccc2c(=O)n1-c1ccccc1
    -8	0.3	0	0.5
30: CCN1CCN(c2cc(N(CC)CC)c(F)cc2[N+](=O)[O-])CC1
    8	0.1	13	0.7
31: N#CCCn1cc(C(=O)Nc2ccc([N+](=O)[O-])cc2)c(-c2ccccc2)n1
    -4	0.1	1	0.4
32: COc1ccc(CCNCc2ccc[nH]2)cc1
    0	-0.2	22	-1.1
33: CCCn1c(N)c(C(=O)C(C)NCCO)c(=O)n(C)c1=O (configuration not stated)
    -1	0.4	14	-2.1
34: C#CCN(C)[C@H](C)Cc1ccccc1
    3&-2	0.0&0.3&-0.1&-0.2&0.1	6&12&-4&0&2	1.5&-0.4&0.2&0.7&0.9
35: N#Cc1cc(F)c(N2CCNCC2)cc1Cl
    3	0.0	1	-0.2
36: CN1CCN(Cc2cc(Cl)ccc2[N+](=O)[O-])CC1
    -2	-0.1	-4	-0.2
37: CCCCCCCCCCCCCCCC[n+]1ccccc1
    60*	0.3	-7	5.0*
38: CCCC(=O)NC(Oc1ccc([N+](=O)[O-])cc1[N+](=O)[O-])C(Cl)(Cl)Cl (configuration not stated)
    7	-0.3	-7	0.3
39: C=CCNC(=O)c1cn(Cc2ccccc2)cc(C(=O)N(CC)CC(=C)C)c1=O
    -4	0.1	3	-1.4
40: CN1CCc2cc3c(c4c2C1Cc1ccccc1-4)OCO3 (configuration not stated)
    -9	0.0	17	-2.5
41: c1ccc2c(c1)[I+]c1ccccc1-2
    60*	-0.1&0.0	10&8	3.0&0.2
42: Cc1cc(OCc2ccc(Br)cc2)c2c3c(c(=O)oc2c1)CCCC3
    5	0.1	6	-1.1
43: CN1C(=O)C(=Cc2cn(CC(=O)NCc3ccco3)c3ccccc23)C(=O)N(C)C1=O
    2	0.0	0	-0.5
44: CCc1nc(CN2CCCC(C(=O)c3ccc(Cl)cc3)C2)c(C)[nH]1 (configuration not stated)
    19	0.7	0	3.3
45: COc1nc(C)nc(NC(=O)NS(=O)(=O)c2ccccc2Cl)n1
    3	0.3	13	1.7
46: O=c1c2ccccc2nc(CNCC2CCCO2)n1-c1ccc(F)cc1 (configuration not stated)
    -8	-0.1	13	-1.7
47: CCN1CCN(Cc2cc(Cl)cc(Cl)c2O)CC1
    4	0.8	0	0.3
48: O=[N+]([O-])c1ccc(N2CCNCC2)nc1
    -5	0.1	-6	0.9
49: COc1cc(CN2CCN(Cc3ccccc3)CC2)ccc1O
    0	-0.1	41	-2.2
50: CCCCc1nc2ccccc2c(=O)n1-c1ccc(OC)cc1
    6	-0.1	10	-0.9
51: CCOc1ccc(CN(CCc2ccc3c(c2)OCO3)Cc2ccc(Br)cc2)cc1
    -7	0.0	12	0.4
52: OC1C2CN3CN(C2)CC1(c1ccccc1)C3 (configuration not stated)
    2	-0.1	6	0.4
53: COc1ccccc1CNCCc1cccc(F)c1
    1	0.0	38	-0.5
54: CC(C)N1CCN(Cc2cc(F)ccc2F)CC1CCO (configuration not stated)
    0	-0.1	-5	0.1
55: O=c1cccc2n1CC1CC2CN(C(=S)Nc2ccccc2)C1 (configuration not stated)
    10	0.7	4	-1.7
56: C=CCOC(=O)C1=C(C)OC(N)=C(C(=O)OCc2ccccc2)C12C(=O)Nc1ccccc12 (configuration not stated)
    8	0.2	20	6.3*
57: O=C(c1ccccc1)C12CN3CN(CN(C3)C1)C2
    2	-0.3	0	-1.0
58: Cc1nc2ccc(Cl)cn2c1P(=S)(N1CCOCC1)N1CCOCC1
    -11	0.0	2	-1.5
59: Nc1n[nH]c(Cc2nc(N)n[nH]2)n1
    5	0.6	21	-1.3
60: CC(=O)c1ccc(N2CCN(Cc3ccc(F)cc3F)CC2)cc1
    -7	0.4	55*	-0.6

Three of these compounds, set out differently.
cpd | compound | TEAD-YAP inh | FBW7 activator | MITF inh | GPR151 ag
46 | O=c1c2ccccc2nc(CNCC2CCCO2)n1-c1ccc(F)cc1 (configuration not stated) | -8 | -0.1 | 13 | -1.7
47 | CCN1CCN(Cc2cc(Cl)cc(Cl)c2O)CC1 | 4 | 0.8 | 0 | 0.3
48 | O=[N+]([O-])c1ccc(N2CCNCC2)nc1 | -5 | 0.1 | -6 | 0.9

The listing continues:
Results follow in this order: TEAD-YAP inh	FBW7 activator	MITF inh	GPR151 ag
61: CCN1CCN(Cc2ccc(C(F)(F)F)cc2)CC1
    2	-0.1	42	-0.2
62: N\C(=N/N=C/C=C/c1ccccc1)N[N+](=O)[O-]
    -10	0.1	-3	0.5
63: CCN(CC)C(=O)c1ccc(NC(C)=O)cc1
    4	0.1	-32	-1.2
64: O=C1CC(=O)N(c2ccc(F)cc2)C(=S)N1c1ccccc1
    -12	0.0	10	1.4
65: CC1OP(=O)(C(NS(=O)(=O)c2ccccc2)C(Cl)(Cl)Cl)OC1C (configuration not stated)
    0	0.0	-4	-1.0
66: CCOC(=O)C1C2NC(=S)N(c3ccccc3)C1(C)Oc1c(OCC)cccc12 (configuration not stated)
    -7	-0.4	35	-0.3
67: Cc1ccccc1-n1c(-c2cccs2)nc2ccccc2c1=O
    1	-0.1	6	-0.3
68: CSc1ccc(C(=O)C2CCCN(Cc3ccccn3)C2)cc1 (configuration not stated)
    -1	0.0	8	2.0
69: COC1(C)CC(c2ccccc2)c2c(c3ccccc3oc2=O)O1 (configuration not stated)
    -3	-0.2	-15	1.7
70: Cn1ccnc1P(c1ccccc1)C(C)(C)C (configuration not stated)
    3	0.1	1	-0.5
71: CCN(CC)P(=S)(c1ccc(/C=N/NC(N)=O)o1)N(CC)CC
    1	0.0	8	1.5
72: Cc1ccc(C2=CCN(CC(=O)Nc3ccc(N(C)C)cc3)CC2)o1
    -2	-0.2	-2	0.7
73: O=C(CNC(=O)OCc1ccccc1)Nc1ccc(Br)cc1C(=O)c1ccccc1
    5	-0.1	12	2.3
74: CN(C)Cc1cc(Cl)ccc1OC(=O)N(C)C
    6	-0.2	-1	-0.2
75: COc1ccc(-n2c(/C=C/c3cccc(O)c3)nc3ccccc3c2=O)cc1Cl
    6	0.0	-1	-1.1
76: CC1(C)C(c2ccccc2)=NC(c2cccnc2)=[N+]1[O-]
    8	0.0	16	-0.9
77: O=C(CN1CCN(c2ccccc2F)CC1)Nc1ccc(Cl)cc1C(=O)c1ccccc1Br
    10	0.3	11	-1.0
78: CCCNc1nc(SCCC)nc2c1cnn2CCN
    5	0.0	-3	1.1
79: CN1C(=O)CN=C(c2ccccc2)c2cc(Br)ccc21
    1	0.2	8	0.5
80: O=c1cccc2n1CC1CC2CN(C(c2ccccc2)c2sc3ncnn3c2O)C1 (configuration not stated)
    5	0.0	10	-0.5

One compound at a time (already shown). Values in the order: TEAD-YAP inh, FBW7 activator, MITF inh, GPR151 ag
O=C(CNC(=O)OCc1ccccc1)Nc1ccc(Br)cc1C(=O)c1ccccc1 across the screens: 5, -0.1, 12, 2.3
N\C(=N/N=C/C=C/c1ccccc1)N[N+](=O)[O-] across the screens: -10, 0.1, -3, 0.5

Additional entries:
Results follow in this order: TEAD-YAP inh	FBW7 activator	MITF inh	GPR151 ag
81: COc1ccc(-c2nn(CCC#N)cc2C=O)cc1OC
    0	0.2	11	-1.0
82: O=[N+]([O-])c1ccccc1C[N+]12CCC(CC1)C(O)C2 (configuration not stated)
    4	0.0	9	1.3
83: CCN(CC#CC(O)(c1ccccc1)C1CCCC1)C(C)C (configuration not stated)
    5	-0.1	-2	-0.6
84: CCc1nnc(NC(=O)CCc2nc(C3=CCN(C)CC3)no2)s1
    3	1.0	58*	0.3
85: CCOc1ccc(/C=C/[N+](=O)[O-])cc1OCC
    27	0.1	5	3.1
86: COc1ccc(OC)c(-n2c(=S)[nH]c3ccccc3c2=O)c1
    2	-0.1	2	0.0
87: CC(=O)C1C2c3ccccc3OC1(C)N=c1s/c(=C/c3cn(C)nc3C)c(=O)n12 (configuration not stated)
    4	-0.2	-5	-1.4
88: COc1cc(C2C(C#N)=C(N)Oc3c2c(=O)oc2ccccc32)cc(OC)c1OC(=O)c1ccco1 (configuration not stated)
    -13	0.0	-6	-1.3
89: C[C@H]1CN(Cc2ccco2)CCN1C(=O)Cc1ccccc1F
    8	-0.1	-9	1.3
90: CCn1cc(/C=c2/sc3n(c2=O)C2c4ccccc4OC(C)(N=3)C2C(=O)OC)c(C)n1 (configuration not stated)
    10	0.1	8	0.9
91: COc1cccc(CNC(=O)c2nn(CC3CC3)c3cc(-c4ccnc(N)n4)ccc23)c1
    -6	-0.1	0	-0.3
92: Cc1ccc(-c2nn(CCC#N)cc2C(N)=O)cc1C
    3	0.7	10	0.3
93: Cc1ccccc1NC(=O)CCC(=O)Nc1ccc(Cl)cc1C(=O)c1ccccc1
    15	-0.1	10	-0.5
94: OCCN1CCN(Cc2ccccc2Br)CC1
    2	0.0	35	-0.4
95: Cc1ccccc1N1CCN(Cc2ccc(O)cc2)CC1
    5	-0.2	29	0.9
96: CC1CCC(C(=O)NC(C(=O)N2CCC3(CC2)OCCO3)C(C)C)CC1 (configuration not stated)
    0	0.0	1	0.4
97: CC1=NN(c2ccccc2)C(=O)/C1=C/c1c(O)[nH]c(=O)[nH]c1=O
    -4	-1.9	0	0.0
98: CC(C)(C)n1cc(C(=O)c2ccc3ccccc3c2O)cn1
    50*	-0.1	-9	0.1
99: COc1cc(CN2CCN(C(C)C)CC2CCO)cc(OC)c1 (configuration not stated)
    2	0.1	-6	1.0
100: O=[N+]([O-])c1ccc(NCc2ccc(Cl)cc2)c2ccncc12
    12	0.1	8	0.4
101: CCCC(=O)NC1=C(C(=O)OCC)C2(CCCC2)Cc2ccccc21
    10	0.2	8	-1.5
102: CN1C(=O)NC(=O)/C(=C/c2cn(Cc3ccccc3Cl)c3ccccc23)C1=O
    1	-0.1	9	0.2
103: COc1cc(C=O)ccc1OC(=O)c1cn(CCC#N)nc1-c1cccc([N+](=O)[O-])c1
    -12	0.7	0	-1.8
